Source: PubChem (National Center for Advancing Translational Sciences (NCATS))
SNCA expr inhib: Primary qHTS assay for inhibitors of alpha-synuclein gene (SNCA) expression; 140,000 tested, 0.17% active; HEK-293 SNCA-luciferase knock-in, luminescence, 24 h; Potency, µM (titrated, usually from 57.2 µM), for the others: at the top dose activity change, negative = inhibition, hits mostly inhibitors;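 also: potency is read from the fitted curve at half-maximal effect; plate controls were DMSO cells for no effect and cell-free wells for full effect; nearly all actives have a fitted effect of over 45% in size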
GPT2 inhibitor: Primary qHTS assay for inhibitors of Glutamate pyruvate transaminase 2 (GPT2) | Alanine aminotransferase 2 (Homo sapiens), Q8TD30 | Recombinant GPT2, coupled pyruvate oxidase/HRP Amplex Red fluorescence | Potency, µM (doses to about 57.7 µM), for the others: at the top dose activity change, negative = inhibition, actives largely listed as inhibitors | 100,000 tested, 0.25% active; also: potency is read from the fitted curve at half-maximal effect; nearly all actives have a fitted effect of over 60% in size; many of its hits are not listed in these tables
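Fluorescence of coupled pyruvate oxidase/HRP/Amplex Red system (50uM Amplex, 30 min, dark) reports pyruvate formed by GPT2. Enzyme reaction: 10ng/uL GPT2, 2mM L-alanine, 250uM a-KG, 30 min room temperature, pH 7.5; 50uM AOA control.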
Luciferase inh: Firefly luciferase inhibition profiling of diverse chemical library using quantitative high-throughput screening; 76,000 tested, 2.5% active; Luciferin 4-monooxygenase (Photinus pyralis), P08659; Potency, µM (titrated, usually from 115 µM), for the others: at the top dose activity change, negative = inhibition, usual class: inhibitors; purified P. pyralis luciferase, luminescence, biochemical; also: potency is read from the fitted curve at half-maximal effect; nearly all actives have a fitted effect of over 65% in size
Target sequence (P08659 whole entry, looked up): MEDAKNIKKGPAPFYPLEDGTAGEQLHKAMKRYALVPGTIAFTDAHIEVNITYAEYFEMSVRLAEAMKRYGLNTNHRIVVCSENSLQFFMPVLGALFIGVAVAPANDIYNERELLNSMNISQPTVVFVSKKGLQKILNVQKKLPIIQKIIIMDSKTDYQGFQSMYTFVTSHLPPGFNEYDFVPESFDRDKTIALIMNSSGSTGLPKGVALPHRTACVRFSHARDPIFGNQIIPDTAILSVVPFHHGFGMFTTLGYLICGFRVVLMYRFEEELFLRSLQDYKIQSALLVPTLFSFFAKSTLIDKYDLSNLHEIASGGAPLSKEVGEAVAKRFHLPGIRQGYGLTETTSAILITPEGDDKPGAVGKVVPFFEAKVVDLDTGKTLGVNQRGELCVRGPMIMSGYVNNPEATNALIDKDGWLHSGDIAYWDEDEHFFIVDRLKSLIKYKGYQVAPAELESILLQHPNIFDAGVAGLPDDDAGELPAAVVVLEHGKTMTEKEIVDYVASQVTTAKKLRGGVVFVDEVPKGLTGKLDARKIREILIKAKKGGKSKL
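Purified 10nM P. pyralis luciferase with 10uM D-luciferin and 10uM ATP in 50mM Tris acetate pH 7.5, 10mM Mg acetate, 0.01% Tween-20, 0.05% BSA. qHTS titration; luminescence read by CCD imager.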
3T3 cytotox: Cytotoxic Profiling in NIH 3T3 Cell Line of Diverse Libraries Using Quantitative High-Throughput Screening | Potency, µM (highest dose often 96.7 µM), for inactives: at the highest dose activity change, negative = cytotoxicity, most hits filed as inhibitors | 94,000 tested, 4.3% active | NIH 3T3 viability, CellTiter-Glo ATP luminescence, 48-72 h; also: potency is read from the fitted curve at half-maximal effect; nearly all actives have a fitted effect of over 55% in size
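Mouse fibroblast NIH 3T3 cells, 400 per well, received compound via pintool and were incubated for 48 or 72 hr prior to CellTiter-Glo ATP luminescence measurement.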
IP6K1 inhibitor: Primary qHTS assay for small molecule inhibitors of Inositol hexaphosphate kinase 1 (IP6K1). Inositol hexakisphosphate kinase 1 (Homo sapiens), Q92551. IP6K1 kinase, ADP-Glo luminescence, 2 h; active compounds read low. activity change, % (series mostly up to about 58 µM). 140,000 tested, 0.81% active. AID 1645851, 2021; in the data active = activity change below about -25%
Target sequence (Q92551 whole entry, looked up): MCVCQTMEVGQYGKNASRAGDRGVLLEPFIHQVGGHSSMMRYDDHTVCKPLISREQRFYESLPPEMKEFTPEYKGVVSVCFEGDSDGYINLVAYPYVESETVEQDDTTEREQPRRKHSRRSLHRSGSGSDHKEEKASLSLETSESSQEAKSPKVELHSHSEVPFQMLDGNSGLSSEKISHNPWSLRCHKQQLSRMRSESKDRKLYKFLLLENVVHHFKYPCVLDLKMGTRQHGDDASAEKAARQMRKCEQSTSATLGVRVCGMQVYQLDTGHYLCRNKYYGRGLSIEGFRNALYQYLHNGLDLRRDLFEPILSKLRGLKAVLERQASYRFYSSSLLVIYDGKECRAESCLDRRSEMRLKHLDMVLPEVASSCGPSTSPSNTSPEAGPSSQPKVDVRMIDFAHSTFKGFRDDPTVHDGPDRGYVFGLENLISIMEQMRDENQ
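ADP-Glo luminescence measures ADP made by human IP6K1 during a 2 h RT reaction with ATP/IP6 (mix at 1.3 mM/130 uM); top library doses 57.5 and 19.1 uM final.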
HEK cytotox: Cytotoxic Profiling in HEK 293 Cell Line of Diverse Libraries Using Quantitative High-Throughput Screening; 94,000 tested, 6.6% active; AID 1345083, 2018; HEK 293 viability, ATP luminescence (CellTiter-Glo), 48-72 h; Potency, µM (highest dose often 115 µM), inactives show at the highest dose activity change, negative = cytotoxicity, usual class: inhibitors; also: potency is read from the fitted curve at half-maximal effect; nearly all actives have a fitted effect of over 60% in size
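qHTS cytotoxicity; HEK 293, 250 cells/well; compound pinned; 48 or 72 hr, 37 degree Celsius, 5% CO2, 95% humidity; CellTiter-Glo, 10 min RT; luminescence (ATP).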
SNCA viab count: GF-AFC viability counterscreen for inhibitors of alpha-synuclein gene (SNCA) expression; HEK-293-SNCA-luc viability, GF-AFC fluorescence, 24 h; Potency, µM (highest dose often 57.1 µM), for inactives: at the top dose activity change, negative = cytotoxicity, actives largely listed as cytotoxic; 150,000 tested, 0.12% active;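 also: potency is read from the fitted curve at half-maximal effect; 0% = DMSO-treated cells and -100% = medium-only wells without cells; nearly all actives have a fitted effect of over 30% in size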
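Cytotoxicity counterscreen: after 24 h compound treatment of genome-edited SNCA-luciferase HEK-293 cells, live-cell protease substrate GF-AFC read by fluorescence after 30 min; activity scaled between DMSO (0%) and medium-only (-100%), curves Hill-fitted.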
An asterisk follows results filed as active; i = inactive; u = inconclusive; x = no result given; & = joins results of further samples; [ ] = remark or other dose. Unless noted, calls follow the shape of the dose curve; as a rule, active = well fitted curve in the direction sought with a large enough effect; inconclusive = small, poorly fitted or top-dose-only effect, or another doubt; inactive = no such curve, though single readings can be large; an effect the other way counts as inactive or inconclusive. Unless noted, % is scaled to controls: 0 for no effect and ±100 for the full control effect.

Start of the listing, in advance:
Fields: Luciferase inh	HEK cytotox	SNCA expr inhib	GPT2 inhibitor	3T3 cytotox	SNCA viab count	IP6K1 inhibitor
- CC(C)NC(=O)C1=NOC2CN(C(=O)NC(C)C)CC12 (stereo not given)
→ x	-4%[172 µM]	10%[87.6 µM]	3%[88.5 µM]	5%[138 µM]	7%[87.6 µM]	8
- O=C(NCc1ccc(C(F)(F)F)cc1)C1CN(c2cccc(Cl)c2)C(=O)N1 (stereo not given)
→ -3%	u	3%	-7%	u	-3%	-5
- COCC(=O)N[C@H]1CCN2C(=O)c3cc(-c4cc(Cl)ccc4OC)ccc3NC(=O)[C@@H]2C1
→ 5%	-3%	-1%	2%	-11%	-5%	-7
- O=C(NC1CC1)C1CCc2nnc(-c3cccnc3)n21 (stereo not given)
→ x	i	7%[87.6 µM]	-11%[88.5 µM]	i	3%[87.6 µM]	4

The list itself, from the start:
Fields: Luciferase inh	HEK cytotox	SNCA expr inhib	GPT2 inhibitor	3T3 cytotox	SNCA viab count	IP6K1 inhibitor
- CC(C)NC(=O)C1=NOC2CN(C(=O)NC(C)C)CC12 (stereo not given)
→ x	-4%[172 µM]	10%[87.6 µM]	3%[88.5 µM]	5%[138 µM]	7%[87.6 µM]	8
- O=C(NCc1ccc(C(F)(F)F)cc1)C1CN(c2cccc(Cl)c2)C(=O)N1 (stereo not given)
→ -3%	u	3%	-7%	u	-3%	-5
- COCC(=O)N[C@H]1CCN2C(=O)c3cc(-c4cc(Cl)ccc4OC)ccc3NC(=O)[C@@H]2C1
→ 5%	-3%	-1%	2%	-11%	-5%	-7
- O=C(NC1CC1)C1CCc2nnc(-c3cccnc3)n21 (stereo not given)
→ x	i	7%[87.6 µM]	-11%[88.5 µM]	i	3%[87.6 µM]	4
- CN(CCc1ccccn1)C(=O)CCC[C@H]1NC[C@@H]2CC1CN(Cc1ccccc1)C2
→ -9%	3%	1%	-4%	i	-8%	-8
- CN(C)Cc1cc(CC2(NCc3ccccc3Cl)COC2)no1
→ 1%[172 µM]	i	7%[87.6 µM]	-27%[88.5 µM]	i	5%[87.6 µM]	7
- COc1cccc(-n2c(=O)c3sc4ccccc4c3n(CC(=O)Nc3cccc(Cl)c3)c2=O)c1
→ x	x	1%	x	x	u	11
- Fc1ccc(-c2cc(-c3ccccc3)c3c(n2)-c2cc(F)ccc2OC3)cc1
→ x	x	33%	x	x	22%	22
- Cc1ccc(-c2cccc(CN3CCCC3C(=O)NCc3ccccc3Cl)c2)cc1Cl (stereo not given)
→ x	45µM*	x	x	u	x	11
- COc1cccc(C(=O)N2CCCC(C(=O)N3CCC(c4nc5ncccc5[nH]4)CC3)C2)c1 (stereo not given)
→ x	3%	-11%	3%	0%	1%	-5
- CN(C)C(=O)c1ccc2ccnn2c1
→ -9%[230 µM]	-2%[230 µM]	2%[87.6 µM]	i	i	7%[87.6 µM]	6
- Cc1ccccc1-c1cc2c(nc1-c1ccccc1)nc(C(=O)NCCN(C)C)n2C
→ -2%[172 µM]	35µM*	0%[87.6 µM]	i	25µM*	-30%[87.6 µM]	12
- Cc1ccc(C(=O)N2Cc3c(C(=O)NC4CC4)nn(C)c3C2)cc1F
→ x	0%	1%	4%	0%	19%	-2
- O=C1NCc2ccccc2CC12CCCN(Cc1ccccc1Cl)C2 (stereo not given)
→ x	-1%	-14%	4%	4%	0%	-2
- CC(=O)NC[C@H]1CN(c2ccc(N3CCOCC3)c(F)c2)C(=O)O1
→ x	x	-5%	i	x	4%&6%	-1
- CCOc1ccccc1CN1CCCCCNC(=O)[C@@H]2CCC[C@@H]21
→ -8%	u	25%	i	u	-2%	-2
- COCCCNC(=O)c1cnc2cc(C)nn2c1
→ x	i	-15%[87.6 µM]	-3%[88.5 µM]	i	3%[87.6 µM]	-1
- CC(C)CCN1CCC(C2CCN(C(=O)c3ccnn3C)C2)CC1 (stereo not given)
→ 13%	8%	8%	i	-13%	-2%	-10
- CCn1c(SCC(=O)N2CCC(C)CC2)nnc1-c1ccccc1O
→ x	x	12%	x	x	-24%	-3
- COc1ccc(CNC(=O)CN2C(=O)NC3(CCC(C(C)(C)C)CC3)C2=O)cc1OC (stereo not given)
→ 2%	u	31%[activator]	0%	-17%	-8%	-12
- CCc1cccc(C)c1NC(=O)CSc1nnc(N)s1
→ x	x	0%	x	x	5%	12
- O=C(Nc1ccc(F)c(Cl)c1)C1CCCN1S(=O)(=O)c1ccc(F)cc1 (stereo not given)
→ x	x	-3%	x	x	u	6
- C=C1C(=O)O[C@@H]2/C=C(\C)CC/C=C(\C(=O)O[C@@H]3O[C@H](CO)[C@@H](O)[C@H](O)[C@H]3O)CC[C@@H]12
→ x	x	x	i	x	27%[23.9 µM]	3
- COc1cccc(C(=O)N[C@@H]2CN(C)C[C@H]2CN(C)C)c1OC
→ 0%	3%	-1%	i	3%	2%	-7
- O=C(CSc1oc(-c2ccco2)nc1S(=O)(=O)c1ccc(Br)cc1)c1ccccc1
→ x	x	2%	x	x	4%	-28*
- Cc1cc(C)c(OCC(=O)N(Cc2ccc(N(C)C)cc2)CC2CCCO2)c(C)c1 (stereo not given)
→ x	x	-7%	x	x	u	-5
- Cc1ccc(CN2CCNC(=O)C2CC(=O)NC2(CO)CCCC2)cc1 (stereo not given)
→ 12%	4%	2%	-2%[11.5 µM]	-1%	3%	2
- O=C([C@H]1CNC[C@H](C(=O)N2CCN(c3ccncc3)CC2)C1)N1CCCC1
→ 11%	-14%	-18%	i	-12%	-2%	19
- COc1ccc(C)cc1NC(=O)c1ccc2c(c1)N(Cc1cccc(Cl)c1)C(=O)c1ccccc1S2=O (stereo not given)
→ x	x	0%	x	x	7%	47
- CCCCc1cc(C[C@@H]2C[C@H](NC(=O)NC(C)C)C2(C)C)no1
→ -4%[172 µM]	u	-22%[87.6 µM]	u	u	-19%[87.6 µM]	14
- C[C@H]1C[C@H]2[C@@H]3CCC4=CC(=O)C=C[C@]4(C)[C@@H]3C(=O)C[C@]2(C)[C@@]1(O)C(=O)CO
→ x	x	-3%	i	x	3%	x
- COCCN1C(=O)[C@H]2CN(Cc3ccccc3C(F)(F)F)C[C@H]2C1=O
→ -5%	-29%	1%	-27%	-4%	u	5
- COCCN1CCCCCC(O)c2cc(C(=O)N3CCN(c4cccc(OC)c4)CC3)ccc21 (stereo not given)
→ 10%	40µM*	-17%	i	u	-8%	5
- CC(=O)N1CCC2(CC1)C(=O)NN=C2c1ccncc1
→ 2%[172 µM]	i	-7%[87.6 µM]	i	0%[138 µM]	4%[87.6 µM]	1
- CCCc1noc(-c2cn(C3CCN(C(=O)c4cccc(F)c4)CC3)nn2)n1
→ 8%	-13%	-3%	i	35µM*	-11%	16
- O=C1NC(=NC2CCCCC2)C2(CCN([S+](=O)([O-])c3ccccc3)C2)N1c1cc(F)cc(F)c1 (stereo not given)
→ x	-17%	-23%	i	-21%	-5%	-7
- O=C(Nc1ccc(C(=O)N2CCN(c3ccccc3F)CC2)cc1)c1nsc2ccccc12
→ x	x	67%[activator]	x	x	8%	7
- CC(CNC(=O)CCS(=O)(=O)c1cc2c(cc1Cl)NC(=O)CO2)c1ccccc1 (stereo not given)
→ x	x	12%	x	x	4%	12
- CCNc1cc(N2CCC(CCC(=O)NCc3ccc(OC)cc3)CC2)ncn1
→ u	u	u	i	-20%	1%	24
- CC(C)NC(=O)N1CCOc2ccc(CCC(=O)O)cc2C1
→ -2%	2%	u	i	0%	0%[12.5 µM]	-3
- Cc1ccc(CNc2ncnc3c2cnn3-c2ccc(C)cc2C)cc1
→ x	x	4%	x	x	8%	5
- COc1ccc(C(CC(=O)NCc2cccnc2)c2ccccc2)cc1 (stereo not given)
→ 8%	u	-7%	4%	u	-2%	4
- O=C(c1ccccc1F)N1CCC(N2CCNC2=O)CC1
→ x	1%[172 µM]	16%[87.6 µM]	-4%[88.5 µM]	3%[138 µM]	9%[87.6 µM]	-17
- Cc1noc(-c2cn(C3CCN(C(=O)c4ccc(F)cc4)CC3)nn2)n1
→ 10%	1%	u	i	-24%	-4%	22
- CC1(C(=O)N2CCC(c3ccccc3)CC2)CCc2cnc(N3CCOCC3)nc21 (stereo not given)
→ 5%[172 µM]	u	u	-5%[88.5 µM]	u	-14%[87.6 µM]	4
- CC1CCC2(C=O)C(CO)=CCCC2C1(C)CC(=O)O (stereo not given)
→ x	x	x	i	x	-10%	-19
- Cc1scc(CN2CCN(c3ccccc3F)CC2)c1C
→ x	x	-4%	x	x	5%	-11
- CC(=O)N[C@H]1CO[C@H]2[C@@H]1OC[C@@H]2Nc1nccc(C2CCCC2)n1
→ -5%[172 µM]	u	-8%[87.6 µM]	3%[88.5 µM]	0%[174 µM]	3%[87.6 µM]	0
- CC(C)CNC(=O)C(NC(=O)c1ccccc1Cl)C1CCN(C(=O)c2ccccc2F)CC1 (stereo not given)
→ -3%	3%	-14%	-12%	-6%	8%	1
- COc1ccccc1N1CCN(C(=O)C[C@@H]2CCNC[C@@H]2Cc2cc(-c3ccc(F)cc3)on2)CC1
→ -6%	u	-29%	-5%	u	-26%	0

Full records, quoted from the list. Order of values: Luciferase inh	HEK cytotox	SNCA expr inhib	GPT2 inhibitor	3T3 cytotox	SNCA viab count	IP6K1 inhibitor
Results for Cc1ccccc1-c1cc2c(nc1-c1ccccc1)nc(C(=O)NCCN(C)C)n2C → -2%[172 µM]	35µM*	0%[87.6 µM]	i	25µM*	-30%[87.6 µM]	12
Results for CC(CNC(=O)CCS(=O)(=O)c1cc2c(cc1Cl)NC(=O)CO2)c1ccccc1 (stereo not given) → x	x	12%	x	x	4%	12
Results for O=C(NCc1ccc(C(F)(F)F)cc1)C1CN(c2cccc(Cl)c2)C(=O)N1 (stereo not given) → -3%	u	3%	-7%	u	-3%	-5
Results for COCC(=O)N[C@H]1CCN2C(=O)c3cc(-c4cc(Cl)ccc4OC)ccc3NC(=O)[C@@H]2C1 → 5%	-3%	-1%	2%	-11%	-5%	-7

This is a subset; rates above refer to the full screens.
